From PubChem BioAssay
mHTT CaM bind = mutant huntingtin-calmodulin interaction inhibitors – biochemical, AlphaScreen, primary screen | inhibition, % at 15 µM | AlphaScreen His-mHTT/GST-CaM binding, luminescence | P42858 | 190,000 tested, 3.6% active;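 note: 0% = both proteins with DMSO and 100% = one protein alone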
Pf apPOL block = Pf-apPOL inhibitors, biochemical, fluorescence | 210,000 tested, 0.25% active | inhibition, % at 10 µM | Recombinant Pf-apPOL, molecular beacon fluorescence, 1.5 h | AID 1794808, 2022 | Plasmodium falciparum apicoplast DNA polymerase (apPOL)
Numbers without * were called inactive; · = not tested or not shown; & = joins results of further samples; ! = repeats disagree. Cut-off read from the data, not from the text of the source: active = inhibition above about 50%; inactive = the rest. Not all compounds are listed; rates above refer to the full screens.

SMILES	mHTT CaM bind	Pf apPOL block
O=c1[nH]c2ccc(S(=O)(=O)Nc3cccc4c3CCCC4)cc2[nH]c1=O	2.0	-2.3
CCN(CC)C(=NC(=O)c1c(Cl)cccc1Cl)SC	·	-4.8&-2.8
CCn1c(SCC(=O)O)nc2sc3c(c2c1=O)CC(C)(C)OC3	-1.2	-0.8
S=C(NNc1ncccc1-n1cccc1)Nc1ccc(Cl)cc1	·	-76.1&-175.6
N#C/C(=C\Nc1ccc(F)c(Cl)c1)C(N)=S	11.4	·
CN(C)CCCN1C(=O)CSC1c1ccc(Cl)c(Cl)c1 (centres undefined)	13.0	-1.8
O=C(c1ccsc1)N1CCC2(CC1)NC(=O)N(Cc1cccc(Cl)c1)C2=O	-0.7	-2.3
CN1C(c2ccccc2)CC(=O)C2(O)CCCCC12 (centres undefined)	·	1.9
Cc1cc(NS(=O)(=O)c2ccc(NC(=O)C(Cl)(Cl)Cl)cc2)nc(C)n1	-4.8	86.3*
O=C(O)c1nsc(Cl)c1Cl	-6.5	·
CCC(=O)Oc1ccc2c(c1)OC(=Cc1ccccc1OC)C2=O	0.3	-4.4
Cc1oc(-c2ccccc2)nc1CC(=O)O	·	1.0&-0.6
Cc1cc(C)n2nc(SC(C)C(=O)NC3CCCCC3)nc2n1 (centres undefined)	-5.0	-2.2
O=C(NCC(=O)N1CCN(CCn2cccn2)CC1)c1ccccc1	-9.7	-1.5
FC(F)(F)c1ccc(-n2cccc2C=NNc2c(Cl)cc(C(F)(F)F)cc2Cl)cc1	·	4.3
Cc1ccc(O)c(N=Cc2cc(I)ccc2O)c1	63.0*	5.2
CC(C)NC(=O)C1CCc2sc(C(=O)N3CCCCC3)cc2C1 (centres undefined)	-6.7	1.7
Cc1scc2nc(C(=O)N3CCC(C)CC3)nc(N(C)C)c12	21.8	-8.0
COc1cc(OC)cc(C(=O)Nc2c3c(nn2C(C)(C)C)CS(=O)C3)c1 (centres undefined)	4.0	0.6
CCCCCCn1cc(CN2CC(N3CCN(C)CC3)CS2(=O)=O)nn1 (centres undefined)	4.3	4.3
CC(C)N1C/C(=C\c2cccs2)C(=O)/C(=C/c2cccs2)C1	54.0*!	4.9
Cc1nc(CCNC(=O)C2CCCN2S(=O)(=O)c2ccccc2C)cs1 (centres undefined)	-7.0	-4.9
COc1ccc(NC(=O)c2cn3c(n2)COCC3)cc1Cl	4.0	-0.4
CC(=O)CC[C@H]1CC[C@]2(CCCN(C(=O)c3ccccc3)C2)O1	-1.6	-5.9
COc1nccnc1N1CCC(NC(=O)c2cccnc2)C1 (centres undefined)	1.7	2.1
Cc1cc(OCC(=O)Nc2ccccc2C(N)=O)cc(C)c1Br	2.2	-2.2
CC(=O)Nc1cccc(-c2nc3ccccc3o2)c1	3.6	2.9
NC/C=C\C(=O)O	·	-0.3
CCOc1ccc(NC(=O)N2CC(CC)Oc3ccc(Cl)cc32)cc1 (centres undefined)	-1.2	1.5
Cc1nnc(NCC2CCCO2)[nH]c1=O (centres undefined)	3.3	-10.1
O=C(COc1ccc(Cl)cc1)Nc1ccccc1I	-22.1	-7.9
NC(=O)c1ccccc1NC(=O)C1CN(c2nc3c(F)cccc3s2)C1	-18.2	-7.8
CCN(CC)CCC(=O)C=C(C)C	0.6	-5.2
CCc1cc(C2CCCN2Cc2cn[nH]c2-c2cccs2)on1 (centres undefined)	17.9	-1.5
O=C(NCCC1=CCCCC1)C(=O)NCC(c1ccc2c(c1)OCO2)N1CCOCC1 (centres undefined)	-20.9	-1.8
Nc1ncc2c(n1)CCCC2=O	0.8	·
COc1cc2c(cc1OC)C(C)N(C(=O)c1sc3ccccc3c1Cl)CC2 (centres undefined)	·	-2.1
Cc1ccccc1NC(=O)C1CCC(C)(C(=O)O)C1(C)C (centres undefined)	2.7	-7.1
Cc1ccc(N2CCN(CC(=O)Nc3ccccc3-c3ccccc3)C2=O)cc1	-10.8	-7.0
CC(=O)Nc1nonc1NC(=O)CSC1=NCCS1	-5.2	·
COc1ccccc1/C=C1\OC(=O)c2c1cc(C)[nH]c2=O	-1.0	-8.8
Cc1ccc2[nH]c(=O)nc(-c3ccccc3)c2c1	12.6&10.1	-9.2&-2.8
Cc1nnc(-c2cc(C)n(CC(=O)Nc3cccc(Cl)c3)c2C)o1	8.6	-1.3
Cc1cccc(C(=O)Nc2ccc(-c3nc4ccccc4o3)c(O)c2)c1	4.1	-1.3
Cc1ccc(S(=O)(=O)N(C)c2c(C)ccc(S(=O)(=O)N3CCCC3)c2C)cc1	-4.0	1.8
C=CCn1c(SC)nc2ccccc2c1=O	-14.7	-0.7
Cc1cccc2c(C(=O)NC(C)C)cc(=O)[nH]c12	-3.3	-2.4
COc1ccc(NC(=O)CN2C(=O)C(=O)c3ccccc32)c(OC)c1	6.0	-9.6
Cc1cccc(C)c1OCC(N)C(C)C (centres undefined)	·	-9.0
Cc1ccc(NC(=O)C2CC(=O)N(Cc3ccc(OC(F)(F)F)cc3)C2)cc1C (centres undefined)	-0.4	0.3
CCOC(=O)CCC(=O)NCC#CCOc1ccc2c(c1)OCO2	8.1	-3.4
COc1ccc(C2CCCN2C(=O)c2cc(-c3ccc(F)cc3)no2)cc1 (centres undefined)	3.1	-5.1
FC(F)(F)c1nnc2n1N=C(c1ccc(Br)cc1)CS2	0.0	-9.6
N#Cc1ccc(N=c2oc3ccccc3cc2C(=O)Nc2ccccc2)cc1	9.0	2.7
O=C(CCS(=O)(=O)c1cccs1)Nc1cccc2c1CCCC2	7.0	-3.2
COc1ccc(N2C(=O)CSC2c2ccc(OC(F)F)cc2)c(OC)c1 (centres undefined)	35.0	-2.2
O=C(Nc1cc(-c2ccccn2)no1)c1ccc2ccccc2n1	-5.3	1.3
COc1cc(C=O)ccc1OCCCCOc1ccccc1Cl	-57.9	-2.3
Cc1ccc(NC(=O)CCC2CC(C)(C)OC2=O)cc1 (centres undefined)	-3.0	-1.8
O=C(Cc1cccs1)Nc1nnc(-c2ccccc2Cl)s1	-21.1	1.0

Other records:
SMILES	mHTT CaM bind	Pf apPOL block
COC(=O)c1ccc2c(=O)n(CCc3ccccc3)c(N3CCCCC3)nc2c1	-71.1	-3.2
COc1cc(CN2CCN(c3ccc(F)cc3)CC2)cc(OC)c1OC	-0.2	-6.9
Cn1nnc2c(NCCC3=CCCCC3)ncnc21	-15.4	-4.9
O=C(CC1(c2ccc(Cl)cc2)C(=O)c2ccccc2C1=O)N1CCCCC1	2.0	9.3
Cc1c(C(=O)N2CCN(C)CC2)oc2ccc(S(=O)(=O)N3CCC4(CC3)OCCO4)cc12	4.0	4.8
CCC[C@H]1[C@@H](OC(=O)NCc2ccc(C)o2)CC[C@@]23CCCN2C(=O)CCC[C@@H]13	13.8	-7.2
O=C(CSC1=NCCS1)Nc1ccc(F)cc1F	-6.6	5.9
CCn1c(=O)c(N2CCC(NC(=O)Nc3c(C)cccc3C)CC2)nc2ccccc21	3.0	-1.5
CCSc1c(Cl)cnn(-c2ccccc2)c1=O	-9.3	0.2
O=C(c1ccco1)N1CCCC2(CC(c3ccncc3)=CO2)C1 (centres undefined)	4.3	-2.3
O=C1OC(/C=C/c2ccc(Cl)cc2)=NC/1=C\c1cccs1	6.0	-2.8
Cc1ccc(CCNC(=O)C2CC(=O)N(CCC(C)C)C2)cc1 (centres undefined)	-2.7	3.6
CCCOc1ccc(C(O)=C2C(=O)C(=O)N(c3nccs3)C2c2cccs2)cc1 (centres undefined)	13.6	-4.5
CC(C)C1Nc2c(C(=O)O)cccc2C(Nc2ccccc2C(=O)O)C1(C)C (centres undefined)	11.0&9.0	-4.0&0.3
COc1cc(C=O)cc(Br)c1OCc1ccccn1	-0.1	-3.8
C=CCn1c(CSc2nc3ccccc3s2)nnc1SCC(=O)NCc1ccccc1	10.3	-8.5
O=C(CCc1ccccc1)Nc1ccc(S(=O)(=O)Nc2ncccn2)cc1	2.4	-3.9
Cc1noc(C2CN(C(=O)Nc3ccc(F)c(Cl)c3)CC23CCOCC3)n1 (centres undefined)	-0.2	-7.1
CCc1cccc(-n2nnc(C(=O)N3CCSCC3)c2-c2ccncc2)c1	-2.2	-0.9
O=S(=O)(NCCc1ccccc1Cl)c1cccc2nsnc12	3.0	0.3
Cc1noc(C)c1-c1nc(-c2cccc(C(F)(F)F)c2)no1	·	3.8
CC(C)(C)NC(=O)NC1CCN(C(=O)C2CC2)C1 (centres undefined)	2.0	-1.4
CCn1cc(S(=O)(=O)CC(=O)Nc2ccc(F)cc2)c2ccccc21	1.0	-0.8
CCN(CC)C(=O)Oc1ccc2c(c1)OC(=Cc1ccc(OC)c(OC)c1OC)C2=O	-7.3	-6.7
CCc1cc(C2CCCN2C(=O)c2ccc(C)cc2)on1 (centres undefined)	-2.9	-4.7
Cc1ccc2c(c1)OCC(=O)N2Cc1nc(-c2ccc(C)c(C)c2)no1	-15.9	-2.5
COc1ccccc1-n1c(SCC(=O)N2CCCCC2)nc(O)cc1=O	3.6	-2.0
O=C(Nc1cccn2cnnc12)c1ccccn1	62.0*	-13.0
Cc1nn(C2CCS(=O)(=O)C2)c(C)c1N1CCN(S(=O)(=O)c2cccnc2)CC1 (centres undefined)	-12.1	-8.0
O=C1NC(=O)c2cc(N3Cc4ccccc4C3)ccc21	78.9*	-2.3
COc1cc(C=C2Oc3cc(OCC#N)ccc3C2=O)cc(OC)c1OC	-0.9	-5.1
COc1ccc(N2CC(c3nnc(NC(=O)c4ccccc4)o3)CC2=O)cc1 (centres undefined)	19.1	0.9
COCCN1C(=O)CSC12CCN(C(=O)Nc1ccc(C)cc1)CC2	6.7	-5.7
Nc1ccc2nc(SCC(=O)NCCOc3ccc(Cl)cc3)sc2c1	15.0	-2.5
CC(=O)c1ccc2c(c1)C1C=CCC1C(c1ccc(Cl)cc1Cl)N2 (centres undefined)	37.0	5.5
O=C(c1ccccc1)c1ccc2c(c1)Cc1ccccc1-2	·	-22.7
Cc1ncc(CO)c2cc(-c3nnc(Nc4ccc(-c5ccccc5)cc4)s3)c(=O)oc12	3.0	-7.0
CC(=O)N1CCc2cc(Br)cc(S(=O)(=O)Nc3cc(Cl)ccc3C)c21	12.0	-1.7
Cc1ccc(CN(CC(=O)Nc2cccc(Cl)c2Cl)S(=O)(=O)c2ccc(C)cc2)cc1	-9.1	-9.1
O=C(N/C(=C\c1ccccc1F)C(=O)N1CC2CC(C1)c1cccc(=O)n1C2)C1CCCCC1 (centres undefined)	0.0	-4.3
COc1ccc(Cl)cc1NC(=O)CN1CCN(c2ccccc2F)CC1	-18.0	-3.8
Cc1ccc(N2CC(C(=O)NCc3ccc(F)cc3)CC2=O)cc1 (centres undefined)	5.5	-1.5
O=c1[nH]c2ccc(S(=O)(=O)Nc3cc(F)ccc3F)cc2s1	4.0	-1.2

In the list so far, these have two or more sulfur atoms.
SMILES	mHTT CaM bind	Pf apPOL block
CCn1c(SCC(=O)O)nc2sc3c(c2c1=O)CC(C)(C)OC3	-1.2	-0.8
CC(C)N1C/C(=C\c2cccs2)C(=O)/C(=C/c2cccs2)C1	54.0*!	4.9
Cc1nc(CCNC(=O)C2CCCN2S(=O)(=O)c2ccccc2C)cs1 (centres undefined)	-7.0	-4.9
CC(=O)Nc1nonc1NC(=O)CSC1=NCCS1	-5.2	·
Cc1ccc(S(=O)(=O)N(C)c2c(C)ccc(S(=O)(=O)N3CCCC3)c2C)cc1	-4.0	1.8
O=C(CCS(=O)(=O)c1cccs1)Nc1cccc2c1CCCC2	7.0	-3.2
O=C(Cc1cccs1)Nc1nnc(-c2ccccc2Cl)s1	-21.1	1.0
O=C(CSC1=NCCS1)Nc1ccc(F)cc1F	-6.6	5.9
CCCOc1ccc(C(O)=C2C(=O)C(=O)N(c3nccs3)C2c2cccs2)cc1 (centres undefined)	13.6	-4.5
C=CCn1c(CSc2nc3ccccc3s2)nnc1SCC(=O)NCc1ccccc1	10.3	-8.5
O=S(=O)(NCCc1ccccc1Cl)c1cccc2nsnc12	3.0	0.3
Cc1nn(C2CCS(=O)(=O)C2)c(C)c1N1CCN(S(=O)(=O)c2cccnc2)CC1 (centres undefined)	-12.1	-8.0
Nc1ccc2nc(SCC(=O)NCCOc3ccc(Cl)cc3)sc2c1	15.0	-2.5
O=c1[nH]c2ccc(S(=O)(=O)Nc3cc(F)ccc3F)cc2s1	4.0	-1.2
